Assay outcomes (PubChem BioAssay)
FXIa inh – inhibitors of human coagulation factor XIa. P03951. purified FXIa, Boc-Glu-Ala-Arg-AMC fluorogenic substrate. inhibition, % at 5 µM. hit rate 0.14% among 220,000;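 active means inhibition of at least 40%; inactive means inhibition below 40%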;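 further: fluorescence of freed AMC excited at 355 nm; 0% = enzyme without compound and 100% = no enzyme blank; many of its hits are not listed in these tables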
Cl transport mod – modulates chloride dependent transport by human KCC2; Q9H2X9; KCC2 cells, thallium flux FluoZin-2 fluorescence; B-score of Tl+ flux slope (higher = more flux/activation; lower = inhibition) at 10 µM; hit rate 2.2% among 190,000; AID 1456;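 active means thallium flux slope and its plate-corrected score both differing from the plate sample mean at a set confidence after two filtering rounds, in either direction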;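 further: slope of fluorescence scaled to starting intensity during 10 to 20 s after thallium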
Target sequence (Q9H2X9 whole entry, looked up): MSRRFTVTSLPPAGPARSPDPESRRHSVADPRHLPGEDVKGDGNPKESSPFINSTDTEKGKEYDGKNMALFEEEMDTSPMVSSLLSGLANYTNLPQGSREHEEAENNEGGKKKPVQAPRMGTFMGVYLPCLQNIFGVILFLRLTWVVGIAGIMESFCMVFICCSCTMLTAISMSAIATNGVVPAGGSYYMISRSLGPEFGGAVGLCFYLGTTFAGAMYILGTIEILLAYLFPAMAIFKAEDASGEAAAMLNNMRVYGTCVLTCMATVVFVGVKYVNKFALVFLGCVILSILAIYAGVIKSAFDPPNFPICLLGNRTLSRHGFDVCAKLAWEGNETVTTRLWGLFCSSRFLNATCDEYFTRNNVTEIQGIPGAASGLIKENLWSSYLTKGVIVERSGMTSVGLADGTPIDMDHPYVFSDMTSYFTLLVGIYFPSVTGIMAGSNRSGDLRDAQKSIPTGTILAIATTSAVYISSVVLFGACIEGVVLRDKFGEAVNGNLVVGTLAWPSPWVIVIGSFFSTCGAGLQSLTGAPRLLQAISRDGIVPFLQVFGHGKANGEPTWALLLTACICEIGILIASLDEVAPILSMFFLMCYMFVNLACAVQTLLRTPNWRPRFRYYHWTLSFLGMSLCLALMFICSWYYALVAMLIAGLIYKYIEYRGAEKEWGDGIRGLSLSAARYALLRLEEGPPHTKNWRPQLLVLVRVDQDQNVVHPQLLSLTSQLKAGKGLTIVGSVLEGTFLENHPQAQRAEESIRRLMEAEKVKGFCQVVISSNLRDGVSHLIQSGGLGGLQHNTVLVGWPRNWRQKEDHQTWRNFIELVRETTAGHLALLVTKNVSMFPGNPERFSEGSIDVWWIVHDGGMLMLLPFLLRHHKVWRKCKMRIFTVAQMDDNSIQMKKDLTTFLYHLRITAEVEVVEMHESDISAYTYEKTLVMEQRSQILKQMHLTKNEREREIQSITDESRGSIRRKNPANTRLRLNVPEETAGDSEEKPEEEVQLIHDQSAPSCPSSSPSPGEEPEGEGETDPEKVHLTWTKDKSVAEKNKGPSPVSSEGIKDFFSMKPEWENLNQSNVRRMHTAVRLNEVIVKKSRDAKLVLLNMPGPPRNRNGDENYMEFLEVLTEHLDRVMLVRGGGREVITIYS
thrombin 1536 – thrombin (human) inhibition; inhibition, % at 5 µM; alpha-thrombin, Boc-VPR-AMC fluorogenic substrate cleavage; hit rate 0.26% among 220,000; AID 1046;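 active means inhibition at or above 40%; inactive means inhibition below 40%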;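 further: 0% = enzyme with no compound and 100% = wells without enzyme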
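Material: human alpha-thrombin protein; Also added: Boc-VPR-AMC substrate, 15 µM final; Timing: enzyme reaction carried out at room temperature; Signal: fluorescence, ex 355 nm, em 460 nm; Measure: % inhibition of thrombin; Controls: enzyme without compound as high, wells lacking enzyme as low.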
Rad51 HR inh – Rad51 (human) homologous recombination inhibition. hRad51 DNA strand exchange, fluorescence dequenching. inhibition, % at 10 µM. hit rate 0.085% among 200,000;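 active means inhibition above 40% at the single screening dose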;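 further: 0% = DMSO control wells and 100% = blanks with heterologous ssDNA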
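Read-out basis: percent inhibition relative to plate controls and blanks / Assay system: human Rad51 nucleoprotein filaments preassembled on unlabelled ssDNA / Timing: filaments 15 min 37 °C, then compound 30 min / Control set: per-plate controls and blanks / Technique: fluorescence dequenching at 485/520 nm / Compound: 10 µM final, single point / Also added: Fluorescein- and BHQ1-tagged 47-mer duplex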
FXIIa inh 1536 – blocks human coagulation factor XIIa protease activity; inhibition, % at 5 µM; P00748; purified FXIIa, Boc-QGR-AMC fluorogenic substrate, 2 h; hit rate 0.3% among 220,000; in the data active means inhibition above about 40%;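 further: 0% = enzyme with no compound and 100% = blank without enzyme; many of its hits are not listed in these tables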
KLK5 inh – blocks human kallikrein 5 protease activity. Q9Y337. recombinant hK5, fluorogenic AMC substrate cleavage. inhibition, % at 5 µM. hit rate 0.59% among 210,000;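 active means inhibition of 40% or more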;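 further: 0% = enzyme controls without compound and 100% = no-enzyme blanks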
TNF necrop inh – inhibitors of TNF-alpha induced necroptosis in Jurkat FADD-/- cells; Jurkat FADD-/- TNF necroptosis rescue, ATP luminescence, 24 h; 0 = TNF only, 100 = no-TNF cells; activation (protection from cell death), % at 10 µM; hit rate 0.068% among 220,000; AID 463075;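 active means activation, meaning protection from cell death, of at least 50% relative to plate controls; inactive means activation below 50%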;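 further: necroptosis triggered by 40 ng/mL TNF-alpha added together with compound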
L929 necroptosis – blocks zVAD induced death of L929 cells | AID 1377 | viability rescue, % at 10 µM | L929 zVAD necroptosis rescue, ATP luminescence, 24 h; with zVAD 60 µM | hit rate 0.38% among 220,000;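 active means activation, scaled between plate controls, above about 75%, limit read from the data; inactive means activation under that limit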;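 further: 0% = zVAD with DMSO and 100% = DMSO alone without zVAD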
Hck-Nef inh – inhibitors of human Hck kinase activated by Nef; P08631; Recombinant Hck-YEEI plus Nef, Z-Lyte FRET kinase assay; inhibition, % at 20 µM; hit rate 0.68% among 220,000;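 active means Hck-Nef kinase inhibition above about 50%, limit read from the data; inactive means inhibition below that limit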;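 further: 0% = DMSO with Hck plus Nef and 100% = Hck alone without Nef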
* marks the source's active call; other numbers are inactive results; / = not tested or not shown. Not all compounds are listed (hit frequency here may not be typical).

molecule	FXIa inh	Cl transport mod	thrombin 1536	Rad51 HR inh	FXIIa inh 1536	KLK5 inh	TNF necrop inh	L929 necroptosis	Hck-Nef inh
COc1ccc(-c2nn(-c3ccccc3)cc2CNC(=O)c2cccc([N+](=O)[O-])c2)cc1	-3	0.45	10	6	4	-2	-0.9	0.9	-1
OCCC1CN(Cc2nc3ccccc3s2)CCN1CCc1ccccc1 (stereo unspecified)	-5	-0.014	-3	-6	6	-1	1.5	0.9	16
COC(=O)c1cn(CCOc2ccccc2F)c2ccccc12	-2	/	-1	7	7	-7	4.7	0.1	-2
CC(=O)N1CCN(S(=O)(=O)c2c(F)cc(F)c(Cl)c2F)CC1	3	0.11	-4	6	5	-6	-5.9	1.8	20
Cc1ccc(C)c(Nc2ccc(C(=O)NCCc3ccccc3)cn2)c1	-2	-1.7	-2	-10	4	-8	4.3	1.2	1
C/C(=N\NC(=S)NC(C)C)c1ccc(Cl)s1	1	24*	-13	4	11	-34	0.9	1.2	3
CC(C)(C)NCCOc1ccc2ccccc2c1	-3	-0.18	-7	5	0	-5	2.4	-0.6	3
CN(C)S(=O)(=O)Nc1ccccn1	8	0.8	3	/	11	3	0.5	0.2	12
COc1ccc(-c2nc(NC(=O)C3CCN(c4nc5ccccc5o4)CC3)sc2C)cc1	-3	0.53	1	-4	9	-3	-9.7	0.1	1
O=C(CN(Cc1ccco1)C(=O)CCC(=O)Nc1ccccn1)NCCc1ccccc1	1	-0.49	0	6	16	-21	-0.5	0.6	0
C=CCc1cc(C)ccc1OCC(O)CN1CCN(c2ccccc2)CC1 (stereo unspecified)	-8	-0.33	-20	4	5	-23	-0.3	0.0	-1
COC(=O)c1nn(-c2ccc(C)cc2)ccc1=O	-8	0.041	-2	1	-5	-25	-0.5	1.9	-2
CCN1CCN(CC(=O)Nc2ccccc2)C(=O)C1=O	8	-0.045	1	-1	17	2	-0.6	-0.7	2
CCn1c(-c2cc(Br)cc(OC)c2O)nc2cc(S(=O)(=O)N(C)C)ccc21	1	/	-3	-1	16	-30	-0.6	-0.6	2
Fc1ccc(NC(=S)Nc2cccnc2)c(F)c1F	-5	0.15	-1	-24	1	-14	-1.5	0.3	18
Cc1ccc(S(=O)(=O)Nc2ccc(-c3nc4ccc(C)cc4s3)cc2)cc1	0	0.47	-9	0	-2	-24	0.8	4.2	7
O=C(O)CC(NCc1ccco1)C(=O)OCC1CCCO1 (stereo unspecified)	-12	/	-6	-3	-5	-2	1.2	1.5	1
CCOc1ccc(C(=O)Nc2cccc3ncccc23)cc1Br	-5	-0.49	1	13	-5	-17	0.9	1.2	-4
COc1ccc(NC(=S)N(CCCN2CCCCC2)Cc2cccs2)cc1	16	-0.7	16	-4	14	33	2.0	-1.2	1
O=C(C1=NN(c2ccccc2)C2C(=O)N(c3ccccc3)C(=O)C12)c1ccccc1 (stereo unspecified)	10	1	1	-41	9	-11	1.1	-0.2	-6
COc1cc([N+](=O)[O-])ccc1NC(=O)CCCOc1cccc(C)c1	2	0.2	4	-10	4	-1	-4.0	0.7	-2
CCc1ccc(NC(=O)Cn2c3[n+](c4c(F)c(F)ccc42)CCCCC3)cc1	-7	-0.79	-22	-3	7	-2	3.2	1.3	22
CCC(C)NC(=O)CSc1nnc(-c2ccc(C(C)(C)C)cc2)n1C (stereo unspecified)	-3	0.092	-12	1	-6	-4	4.9	21	-2
Cc1ccc(S(=O)(=O)N(C)C)cc1NC(=S)NC(C)CCCC(C)C (stereo unspecified)	7	-0.56	-2	10	17	-7	-0.7	0.5	7

2 of the compounds above, with each value named.
CCn1c(-c2cc(Br)cc(OC)c2O)nc2cc(S(=O)(=O)N(C)C)ccc21
  FXIa inh: 1 | Cl transport mod: / | thrombin 1536: -3 | Rad51 HR inh: -1 | FXIIa inh 1536: 16 | KLK5 inh: -30 | TNF necrop inh: -0.6 | L929 necroptosis: -0.6 | Hck-Nef inh: 2
Fc1ccc(NC(=S)Nc2cccnc2)c(F)c1F
  FXIa inh: -5 | Cl transport mod: 0.15 | thrombin 1536: -1 | Rad51 HR inh: -24 | FXIIa inh 1536: 1 | KLK5 inh: -14 | TNF necrop inh: -1.5 | L929 necroptosis: 0.3 | Hck-Nef inh: 18

Carrying on.
molecule	FXIa inh	Cl transport mod	thrombin 1536	Rad51 HR inh	FXIIa inh 1536	KLK5 inh	TNF necrop inh	L929 necroptosis	Hck-Nef inh
O=C(CSc1nnc(SCC(=O)c2ccco2)s1)c1ccco1	0	-1.3	6	-1	9	-18	-5.9	1.0	2
C=CCNC(=O)c1ccc2c3n(nc2c1)-c1ccc(C)cc1CO3	0	-0.83	-2	2	5	3	0.4	-0.2	29
CCCCc1nc2sc3c(=O)n(N)cnc3c2c2c1CCC2	-2	-0.018	4	19	-4	-18	-2.7	0.7	-3
CC(O)CNCCOc1cccc(Oc2ccccc2)c1 (stereo unspecified)	-5	-0.23	-8	1	10	-3	0.9	1.9	18
Clc1ccc(-c2cn3c(n2)SCC3)cc1	-3	-0.78	1	2	-5	-16	-1.2	1.1	1
O=C(Nc1cccc(C(F)(F)F)c1)NC1CCCCC1	1	0.31	-8	-1	1	-16	7.1	0.5	-16
CC(C)[C@H](NC(=O)c1ccc(Cl)c([N+](=O)[O-])c1)C(=O)NCc1ccc(Cl)cc1Cl	4	0.93	-10	-8	6	-11	1.1	0.6	-3
CN1CCN(NC(=O)c2cccc3ccccc23)CC1	8	0.047	13	11	13	-2	1.5	0.0	-2
Cc1ccc(-n2nnc3c(=O)n(CC(=O)N4CCCC4)cnc32)cc1	-2	/	1	-7	-6	7	-0.3	0.4	1
CN1C(=O)S/C(=C\c2ccc(-n3cncn3)cc2)C1=O	4	/	1	/	14	20	2.3	0.0	9
COC(=O)c1cc(NC(=O)C2CC2)cc(C(=O)OC)c1	-6	-0.31	0	5	7	4	-0.2	-0.6	7
Cc1ccc(CSCC(=O)Nc2ccc(F)cc2)cc1	-1	-0.75	-19	-2	4	-10	7.1	0.0	0
O=C(C1CCC(CNS(=O)(=O)c2cccc3cccnc23)CC1)N1CCc2ccccc21 (stereo unspecified)	3	/	1	1	5	5	-2.6	-0.1	0
Nc1nc(SC2c3cccc4cccc(c34)C2NS(=O)(=O)c2ccccc2)n[nH]1 (stereo unspecified)	-3	-0.17	-10	2	9	-15	1.2	-0.1	1
CC(C)NC(=O)COC(=O)c1cc(F)c(F)cc1Cl	-1	/	-3	-2	-1	13	0.9	0.1	2
COc1ccc(/C=C/C(=O)N(C)C2CCS(=O)(=O)C2)cc1OC (stereo unspecified)	3	0.69	-1	18	12	-14	1.8	0.2	0
O=C(O)C1CCCCC1C(=O)NCc1ccccc1 (stereo unspecified)	2	-0.26	3	0	14	-5	1.3	-0.1	3
COC(=O)CNC(c1ccccc1)c1cc(Br)ccc1NS(=O)(=O)c1ccc(C)cc1 (stereo unspecified)	0	-0.065	-5	/	4	-15	0.7	-0.5	2
O=C(c1cccc([N+](=O)[O-])c1)N1CCN(c2ccccn2)CC1	8	/	2	9	16	-9	0.0	0.7	6
Cc1ccc2c(CC(=O)Nc3cccc(S(=O)(=O)N4CCOCC4)c3)coc2c1	-2	-1.1	9	-3	5	-2	1.0	-0.5	14
O=C(NOC(=O)c1ccccc1)c1ccccc1	3	-0.0096	-7	13	3	-8	-1.6	2.5	-13
CNC(=O)CCC(=O)Nc1ccc(C(=O)OC)cc1	7	/	3	-1	10	6	1.5	3.5	4
CS(=O)(=O)c1nc(-c2ccccc2)cc(-c2ccccc2)c1C#N	0	0.63	4	0	7	-6	-7.4	1.5	2
CCN(CC)C(=O)c1ccc(C)c(Br)c1	-5	-0.69	-6	-3	-11	-6	-0.5	0.4	6

Compounds shown so far that contain an aryl thioether with sulfur outside any ring:
molecule	FXIa inh	Cl transport mod	thrombin 1536	Rad51 HR inh	FXIIa inh 1536	KLK5 inh	TNF necrop inh	L929 necroptosis	Hck-Nef inh
CCC(C)NC(=O)CSc1nnc(-c2ccc(C(C)(C)C)cc2)n1C (stereo unspecified)	-3	0.092	-12	1	-6	-4	4.9	21	-2
O=C(CSc1nnc(SCC(=O)c2ccco2)s1)c1ccco1	0	-1.3	6	-1	9	-18	-5.9	1.0	2
Nc1nc(SC2c3cccc4cccc(c34)C2NS(=O)(=O)c2ccccc2)n[nH]1 (stereo unspecified)	-3	-0.17	-10	2	9	-15	1.2	-0.1	1

Next section
molecule	FXIa inh	Cl transport mod	thrombin 1536	Rad51 HR inh	FXIIa inh 1536	KLK5 inh	TNF necrop inh	L929 necroptosis	Hck-Nef inh
C/C(=N\NC(=S)NCc1ccccc1)c1ccc(C)o1	3	5.4*	-1	-12	10	-1	-1.2	-1.6	-3
CC(C)CC(=O)Nc1sc2c(c1C(=O)O)CCCCC2	-2	0.95	-2	11	7	0	0.5	4.0	7
C=CCNC(=O)COc1ccc(S(=O)(=O)N2CCCC2)cc1	-3	0.3	-5	/	0	-4	-0.1	-0.8	16
CC(=O)Nc1cccc(N=NN2CCOCC2)c1	-4	-0.024	-6	-2	7	0	0.4	2.9	8
Cc1ccc(Nc2nnc(C(C)(C)C)c(=O)n2N)cc1	-3	-0.49	-8	6	11	-4	4.1	16	1
Fc1ccc(NC(=S)NCc2cccs2)cc1	0	0.87	-15	10	-1	-11	-1.5	-0.5	2
CCC(C)N1CCN(C(=O)c2cccs2)CC1 (stereo unspecified)	9	0.29	4	-4	20	-6	-0.1	-0.7	5
COc1cc(N/N=C/c2ccccc2O)ncn1	11	0.53	-2	-10	2	2	-7.2	49	13

Pulled by structure from the entries so far, 2 records:
molecule	FXIa inh	Cl transport mod	thrombin 1536	Rad51 HR inh	FXIIa inh 1536	KLK5 inh	TNF necrop inh	L929 necroptosis	Hck-Nef inh
C=CCc1cc(C)ccc1OCC(O)CN1CCN(c2ccccc2)CC1 (stereo unspecified)	-8	-0.33	-20	4	5	-23	-0.3	0.0	-1
Nc1nc(SC2c3cccc4cccc(c34)C2NS(=O)(=O)c2ccccc2)n[nH]1 (stereo unspecified)	-3	-0.17	-10	2	9	-15	1.2	-0.1	1
